BaF3 tox = counter-screen for JAK2V617F inhibitors: parental Ba/F3 viability inhibitors; AID 1486; inhibition, % at 5.6 µM; CellTiter-Glo ATP luminescence; hit rate 1.1% among 220,000;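 active = inhibition above a per-campaign cutoff, the mean inhibition of all tested compounds plus 3 SD, cut at about 27% in these data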;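 also: 0% = DMSO wells and 100% = JAK Inhibitor I control wells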
NCF1 inh = p47phox (human) inhibition; AID 1274; hit rate 0.53% among 220,000; P14598; inhibition, % at 24.7 µM; p47phox/p22phox peptide binding, fluorescence polarization, 2 h;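 active = inhibition above about 30%, limit read from the data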;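 also: 0% = p47phox with labelled peptide and 100% = labelled peptide alone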
S1P4 ag = human S1P4 receptor agonism. O95977. S1P4-expressing cell line, agonist reporter assay. activation, % at 4.98 µM. hit rate 0.35% among 220,000. AID 1509; in the data active = activation above about 11%;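 also: 0% = DMSO vehicle and 100% = reference agonist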
Target sequence (O95977 whole entry, looked up): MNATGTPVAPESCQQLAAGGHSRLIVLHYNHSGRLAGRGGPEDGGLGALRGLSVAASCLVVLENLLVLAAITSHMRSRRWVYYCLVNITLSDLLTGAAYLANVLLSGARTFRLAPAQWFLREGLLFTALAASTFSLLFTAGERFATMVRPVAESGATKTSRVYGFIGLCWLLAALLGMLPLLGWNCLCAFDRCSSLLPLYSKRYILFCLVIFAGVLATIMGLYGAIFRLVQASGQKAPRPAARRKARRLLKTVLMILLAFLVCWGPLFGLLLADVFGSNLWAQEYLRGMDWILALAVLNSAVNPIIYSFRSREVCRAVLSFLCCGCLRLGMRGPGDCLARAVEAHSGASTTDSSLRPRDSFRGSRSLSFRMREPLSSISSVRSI
NPY1 pot ag = human NPY-Y1 potentiation or agonism, primary screen. NPY-Y1 expressing cells, potentiator/agonist activation. P25929. hit rate 0.37% among 220,000. activation, % at 3.6 µM; in the data active = activation above about 33%, passing the limit was not always enough;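 also: cells stimulated with NPY at EC10 then isoproterenol at EC100; 0% = low agonist plus stimulus and 100% = saturating agonist plus stimulus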
CHOP inhibitor = inhibitors of CHOP induction in ER stress response; CHO-K1 CHOP-promoter luciferase, tunicamycin-induced, 15-18 h; inhibition, % at 10 µM; hit rate 3.8% among 220,000; AID 2732;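 active = compounds that reduced the stress-induced luciferase reporter signal by more than about 70% of percent inhibition, limit read from the data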;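 also: 0% = tunicamycin plus vehicle and 100% = wells without tunicamycin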
NPY-Y1 antag = antagonists of human neuropeptide Y receptor Y1; inhibition, % at 3.6 µM; P25929; HEK293-CNG Y1 cells, membrane potential fluorescence; NPY at EC95, then isoproterenol; hit rate 1% among 200,000; AID 1040;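 active = inhibition above the campaign mean inhibition of all tested compounds plus 3 SD, cut at about 20% in these data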;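 also: 0% = DMSO wells given NPY plus isoproterenol and 100% = isoproterenol alone without NPY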
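Assay system: HEK293 Y1/CNG channel cell line; Doses: single compound dose of 3.6 µM, 0.4% DMSO; Timing: dye 3 h, compound 60 min room temperature, stimulation 45 min; Technique: Membrane-potential fluorescent dye readout; Measure: % inhibition of NPY effect.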
Ba/F3 V617F tox = lowers viability of Ba/F3 cells expressing EpoR and JAK2V617F. ATP luminescence. inhibition, % at 5.6 µM. hit rate 1.1% among 220,000. AID 1446;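 active = inhibition above the campaign mean plus 3 SD over all tested compounds, cut at about 24% in these data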;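 also: cytokine-independent growth of Ba/F3 cells driven by EpoR plus mutant JAK2; 0% = DMSO-treated cells and 100% = JAK inhibitor I control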
S1P4 antag = blocks the human S1P4 receptor. hit rate 0.26% among 220,000. S1P4-expressing cells, antagonist mode, reporter read-out. O95977. inhibition, % at 4.98 µM. AID 1510; in the data active = inhibition above about 29%;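 also: 0% = wells stimulated with agonist and 100% = vehicle wells without agonist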
NPY2 pot ag = potentiators or agonists of human neuropeptide Y receptor Y2; activation, % at 3.6 µM; hit rate 0.45% among 220,000; cells expressing NPY-Y2, potentiator/agonist read-out; in the data active = activation above about 27%;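 also: cells stimulated with NPY near EC25 plus isoproterenol at EC100; 0% = vehicle plus submaximal agonist and 100% = vehicle plus saturating agonist; some results beyond the cut were filed as inactive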
Target sequence (P49146 whole entry, looked up): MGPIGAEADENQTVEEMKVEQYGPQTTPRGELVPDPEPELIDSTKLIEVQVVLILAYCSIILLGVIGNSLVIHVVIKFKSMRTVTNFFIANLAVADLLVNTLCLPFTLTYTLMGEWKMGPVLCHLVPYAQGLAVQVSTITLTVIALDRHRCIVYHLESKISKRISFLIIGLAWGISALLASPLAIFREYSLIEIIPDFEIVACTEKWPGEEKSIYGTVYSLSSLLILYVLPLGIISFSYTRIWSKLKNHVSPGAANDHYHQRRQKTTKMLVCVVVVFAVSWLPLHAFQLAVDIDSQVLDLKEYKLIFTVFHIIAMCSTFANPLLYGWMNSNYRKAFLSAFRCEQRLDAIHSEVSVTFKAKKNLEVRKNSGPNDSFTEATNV
The depositor's hits bear a star; . = not tested or not shown. Outcome played no part in choosing rows (roughly 7.1% active in at least one column).

cpd	canonical_smiles	BaF3 tox	NCF1 inh	S1P4 ag	NPY1 pot ag	CHOP inhibitor	NPY-Y1 antag	Ba/F3 V617F tox	S1P4 antag	NPY2 pot ag
1	COCCN(CCOC)C(=O)COC(=O)c1ccc(Cl)c(S(=O)(=O)N(C)c2ccccc2)c1	1	-1	-0.5	0	6	8	2	-9	4
2	CC(C)(C)c1ccc(C(=O)Nc2cnccn2)cc1	5	-15	1.1	-14	55	-3	1	-24	-2
3	O=C(Cc1ccc(Cl)cc1)Nc1ccccc1CO	4	-14	-2.8	19	3	2	5	-30	-2
4	Cc1cc(C)nc(N/N=C/c2ccc(N3CCOCC3)cc2)n1	2	-10	175*	-20	-9	-1	2	15	-11
5	Cc1sc(NC(=O)c2ccco2)c(CN2CCN(c3ccccn3)CC2)c1C	8	-11	1.6	6	48	11	-1	-11	26
6	CN(Cc1ccccc1)Cc1c[nH]c2ccccc12	5	-11	1.0	7	-8	8	-3	18	5
7	CCC(=O)Oc1ccc2oc(=O)cc(C)c2c1	4	-16	1.4	-4	23	-2	2	-16	7
8	Cc1ccc(S(=O)(=O)NCC(=O)OCC(=O)NC(=O)NC2CCCC2)cc1	1	-7	-1.5	5	-5	6	-4	0	10
9	Cc1ccc(CN(Cc2cccnc2)C(=S)Nc2cccc(Cl)c2C)cc1	4	1	1.6	-4	34	0	0	12	-8
10	COc1cc(CNC(C)(C)CO)ccc1OCC(=O)NC(C)(C)C	4	4	0.4	6	9	5	1	-11	-10
11	O=C(Cn1cnc2c(nnn2Cc2ccccc2F)c1=O)N1CCN(c2ccccc2)CC1	4	-16	1.3	-22	14	6	-4	-8	1
12	O=C(O)CSCC(=O)NC1CCCc2ccccc21 (centres undefined)	-1	-4	0.1	16	10	.	-3	-3	-6
13	CC(C)C(OC(=O)c1nsc(Cl)c1Cl)C(=O)NCc1ccc2c(c1)OCO2 (centres undefined)	4	0	-0.2	-5	39	8	-4	-43	-8
14	Cc1ccnc(NC(=O)CCCOc2ccccc2)c1	7	3	0.2	13	4	3	2	-1	-19
15	Cc1c(/C=N/NC(=O)c2ccc3c(c2)OCO3)cnn1C	-2	8	0.3	11	23	3	1	-12	-4

Excerpt, compounds 1 to 2
cpd	canonical_smiles	BaF3 tox	NCF1 inh	S1P4 ag	NPY1 pot ag	CHOP inhibitor	NPY-Y1 antag	Ba/F3 V617F tox	S1P4 antag	NPY2 pot ag
1	COCCN(CCOC)C(=O)COC(=O)c1ccc(Cl)c(S(=O)(=O)N(C)c2ccccc2)c1	1	-1	-0.5	0	6	8	2	-9	4
2	CC(C)(C)c1ccc(C(=O)Nc2cnccn2)cc1	5	-15	1.1	-14	55	-3	1	-24	-2

Additional entries
cpd	canonical_smiles	BaF3 tox	NCF1 inh	S1P4 ag	NPY1 pot ag	CHOP inhibitor	NPY-Y1 antag	Ba/F3 V617F tox	S1P4 antag	NPY2 pot ag
16	CCc1ccccc1N1CC23C=CC(O2)C(C(=O)OC)C3C1=O (centres undefined)	6	-6	1.3	3	2	-2	-1	-3	-1
17	O=C(CCN1C(=O)c2ccccc2C1=O)N1CCN(C(=O)c2ccccc2)CC1	2	-11	-0.9	-19	21	-1	-1	-15	3
18	CCn1c2c(c(=N)c3ccccc31)CCC2	46*	10	2.6	-17	-4	.	17	-9	-22
19	O=S1(=O)CC=C(CSc2nc3ccccc3[nH]2)C1	1	-11	-0.7	-19	5	7	-2	-22	-9
20	Cc1cccc(Oc2nccc(C(F)(F)F)c2C(=O)Nc2ccc(F)cc2F)c1	-2	-23	1.6	-10	2	.	5	-29	-9
21	COc1c(C)cc(C(=O)C2CCCN(Cc3ccc(Oc4ncccn4)cc3)C2)cc1C (centres undefined)	5	13	-1.8	-19	21	7	7	-17	-4
22	CCC(C)NC(=O)CSc1nnc(-c2ccncc2)n1-c1ccc(OC)cc1 (centres undefined)	3	10	1.4	-10	-13	7	0	-21	-5
23	CNc1nnc(-c2ccc(C)cc2)c2ccccc12	8	-2	-0.8	-13	0	2	1	-20	-6
24	N#CCc1nc2ccc(S(=O)(=O)N3CCOCC3)cc2s1	-1	-37	1.3	-2	-13	.	-2	-10	-19
25	Cc1ccc(S(=O)(=O)NCCSc2nnnn2C)cc1	2	-20	-0.1	-8	13	0	5	-4	-13
26	Cc1cc(C)c(S(=O)(=O)N2CCN(c3ccc([N+](=O)[O-])c(-n4nc(C)cc4C)c3)CC2)c(C)c1	7	-3	-3.6	2	46	-4	6	-12	-9
27	CC(C)(C)NC(=O)C(=O)NN=C1CCCCCCCCCCC1	3	-1	-0.7	-6	-9	-1	2	-15	-5
28	O=C1c2ccc3c4c(ccc(c24)C(=O)N1c1ccc2ccccc2c1)CC3	5	-10	2.3	-28	2	6	4	-22	8
29	COc1cc(/C=C/C(=O)OCC(=O)NC(=O)NC(C)C)ccc1OCC#N	7	-8	-0.8	3	-4	11	-1	3	-4
30	O=C(Cc1csc(Nc2nc(=S)[nH]c3ccccc23)n1)NCCCN1CCN(c2cccc(Cl)c2)CC1	-1	-29	1.2	-13	80*	-1	0	-4	-10
31	NNc1nnc2c3cc(F)ccc3n(Cc3ccccc3)c2n1	2	-6	-0.3	9	43	.	-1	13	0
32	Cc1sc2ncnc(SCC(=O)c3ccc(O)cc3O)c2c1C	5	-87	-1.6	-42	39	.	4	4	-20
33	O=C(COC(=O)Cc1ccc(F)cc1)Nc1cc(S(=O)(=O)N2CCOCC2)ccc1N1CCCC1	10	-1	17*	-4	4	1	4	-9	-20
34	O=C(Cn1cccn1)c1ccccc1	2	0	1.6	5	-3	2	-2	3	7
35	COC(=O)c1ccc(N=Cc2c(C(F)(F)F)[nH]n(C)c2=O)cc1	3	1	-2.0	-3	-5	0	-1	-10	3
36	Cc1[nH]n2c(=O)c3c(nc2c1-c1ccccc1)CCCC3	3	-3	1.6	-11	23	1	-1	-16	10
37	Nc1nc(CN2CCN(c3ccccc3F)CC2)nc(N2CCCc3ccccc32)n1	3	-7	-0.9	-3	14	7	0	-13	-8
38	Cc1cccc(N2C(=O)c3cccnc3C2=O)c1	0	-5	-1.2	-15	-2	5	4	-6	-1
39	c1ccc(C2c3[nH]c4ccccc4c3CCN2Cc2cccn2-c2ccccn2)nc1 (centres undefined)	-2	-8	-1.9	-1	6	.	2	16	-29
40	Cc1cc(N2CCC(C(=O)NCC3CC3)CC2)nc(-c2ccccc2)n1	6	-8	0.8	8	17	0	-3	-13	7
41	Cc1ccc(NC(=O)/C=C\C(=O)NCC(=O)O)cc1C	0	-3	1.5	1	1	1	-1	-9	3
42	COc1ccccc1OCC(=O)NNC(=O)c1ccoc1C	-1	-4	-0.5	10	24	3	-4	6	8
43	COc1ccc(C(=O)NN(c2ccccc2)c2ccccc2)cc1	4	-13	2.3	-20	25	3	-2	-10	-13
44	Cn1c(=O)cc(SCC(=O)NCC2CCCO2)c2ccccc21 (centres undefined)	-1	-5	2.0	-10	32	-3	-4	4	8
45	Cc1ccc(CNC(=O)CCC2CCCN(Cc3cccc4c3OCO4)C2)o1 (centres undefined)	-1	-2	-2.1	12	10	.	1	-6	-10
46	COc1ccc(-c2nc(C#N)c(NCCc3ccccc3)o2)cc1	1	-7	0.4	-30	90*	0	-5	-11	2
47	Cn1c(=O)[nH]c(=O)c2c1nc1n2CCN1Cc1ccccc1	7	-11	1.6	-12	41	-2	3	-8	-1
48	CC(=O)c1ccc(NC(=O)C2CCCN2S(=O)(=O)c2ccc(F)cc2)cc1 (centres undefined)	12	-13	1.1	3	8	2	-3	12	1
49	NC(=O)NC(=O)COC(=O)[C@H](Cc1ccccc1)NC(=O)c1cccs1	6	-6	1.6	-1	-1	6	4	-14	3
50	CNC(=S)NNC(=O)c1cccn(Cc2ccc(Cl)c(Cl)c2)c1=O	6	-22	0.9	7	5	7	-1	-7	11
51	C/C(=N\O)c1sc(-c2ccccc2)nc1C	7	-1	2.2	3	18	4	1	-17	27
52	CCc1nc2ccccc2c(=O)n1NC(=O)c1c(O)c2cccc3c2n(c1=O)CCC3	2	0	-2.3	2	95*	-2	-4	-3	13
53	CCOc1ccc(Nc2cc(C)nc3nc(C)nn23)cc1	3	4	2.0	-12	-19	0	-5	-4	6
54	O=C(COc1cccc2cccnc12)Nc1ccccc1	8	-6	0.5	-1	-19	-3	0	-12	-10
55	Cn1c(=O)c2c(n(Cc3ccccc3)c1=O)NC(=O)C2CC(=O)NCc1cccc(Cl)c1 (centres undefined)	3	-26	2.2	11	2	2	5	-30	1
56	Cc1ccc(SCCC(=O)Nc2cccnc2)cc1	4	-9	-1.3	8	-3	0	-1	-12	-12
57	Cc1cccc(-n2c(=O)c(C#N)cc3c(=O)n4ccccc4nc32)c1	3	14	14*	31	7	-2	-3	-12	13
58	O=C(NCCN1C(=O)S/C(=C\c2cccnc2)C1=O)c1cccc(OC(F)F)c1	4	-6	1.4	-10	0	-6	0	-26	-7
59	O=C(c1ccc(NC2=NC3CS(=O)(=O)CC3S2)cc1)N1CCc2ccccc2C1 (centres undefined)	4	-13	0.1	-9	13	-2	3	-15	4
60	O=C(NCc1nc(-c2ccc(C(F)(F)F)cc2)no1)Nc1ccc(F)cc1F	-2	-11	-0.2	-28	69	.	-2	2	-1
61	Cn1c(=O)n(CCc2ccccc2)c(=O)c2c1nc1n2CCN1Cc1ccco1	13	-9	-1.7	16	-42	-4	3	8	-4
62	COc1ccc(N2CCN(Cc3nc4ccccc4n3C)CC2)cc1	2	-11	1.5	-1	37	0	-3	-15	-1
63	N#Cc1cnn2c(N)c(-c3ccc(Cl)cc3)cnc12	1	-21	0.7	-9	-3	7	-3	-14	8
64	C/C(=N\NS(=O)(=O)c1ccc(Cl)cc1)c1ccc(NC(=O)c2ccco2)cc1	4	-14	-0.1	8	-9	-7	5	-16	2
65	COc1cccc(NC(=O)c2ccccc2-c2nc(-c3ccc(Cl)cc3)no2)c1	3	-10	-0.1	-38	64	14	3	12	-27
